From PubChem BioAssay
RSV antiviral HEp-2: inhibition of RSV-induced cytopathic effect – HEp-2 cells, primary 10 µM value included (AID 2391) | HEp-2 cells, RSV-induced CPE inhibition; higher % means a stronger effect | one-dose CPE inhibition, % at 10 µM; IC50 in µM for titrated hits | 0.13% of 310,000 active; in the data active means a potency from the dose series; inconclusive means CPE inhibition mostly from about 23% at the one dose, without a potency; inactive means the rest, 99 in 100 with CPE inhibition below about 21%; further: strong numbers were not always called active
ER stress rescue: rescue of cells from ER stress-induced death, primary screen, 384-well, CSM14.1, thapsigargin, ATP luminescence (AID 1222) | CSM14.1 thapsigargin-induced death rescue, ATP luminescence; higher % means a stronger effect | one-dose cellular ATP content (survival), % at 20 µM; EC50 in µM for titrated hits | 190,000 tested, under 10 active;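 active means EC50 below 50 µM in the dose-response confirmation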;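 further: death triggered by thapsigargin at about 15 µM added after 2 h compound pretreatment; cell ATP read after overnight thapsigargin exposure of roughly 18 to 22 hours; normalized against plate controls of thapsigargin alone and 5% DMSO vehicle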
Rac1 GTP hydrolysis: MgcRacGAP GTPase-activating activity inhibitors, confirmation, biochemical, ADP Hunter fluorescence | MgcRacGAP-stimulated Rac1 GTP hydrolysis, ADP Hunter fluorescence; higher % means a stronger effect; GST-tagged Rac1 F28L mutant substrate | 0.6% of 340,000 active | AID 624330 | one-dose inhibition, % at 30 µM; IC50 in µM for titrated hits;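 active means first-screen hits whose inhibition reached a set limit at any dose in the follow-up dose series; inconclusive means inhibition above the set first-screen limit but never retested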;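 further: fluorescence reports GDP produced by GAP-driven GTP hydrolysis; strong numbers were not always called active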
LYP phosphatase: inhibitors of LYP phosphatase, biochemical, fluorescence intensity, uHTS (AID 1779); recombinant LYP phosphatase, fluorescence intensity; higher % means a stronger effect; inhibition, % at 11.5 µM; hits with a dose series show IC50 in µM; 0.054% of 290,000 active; in the data active means inhibition above about 50%;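 further: plate controls were vehicle with enzyme for no effect and no enzyme for full effect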
GPR35 antagonists: inhibition of zaprinast-stimulated GPR35 beta-arrestin translocation – imaging, U2OS, beta-arrestin-GFP, zaprinast agonist, primary screen (AID 2058). U2OS GPR35 beta-arrestin-GFP translocation imaging, zaprinast antagonism; higher % means a stronger effect. inhibition, % at 10 µM, or IC50 in µM where a hit was titrated. 0.052% of 290,000 active;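 active means inhibition of at least 50% with at least 30 cells and total cytoplasm GFP at most 10,000,000; inconclusive means under 30 cells or total GFP of 10,000,000 plus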
West Nile virus CPE: West Nile virus antiviral activity, cell-based, CPE readout (AID 1621); one-dose CPE inhibition, % at 10 µM; IC50 in µM for titrated hits; West Nile virus-infected cells, CPE inhibition; higher % means a stronger effect; 0.02% of 290,000 active; in the data active means a potency from the dose series; inconclusive means CPE inhibition mostly from about 3.7% at the one dose, without a potency; inactive means the rest, 99 in 100 with CPE inhibition below about 2.2%; further: strong numbers were not always called active
Large T inhibition: TAg ATPase/helicase activity blockers – biochemical (AID 1903); SV40 large T antigen ATPase/helicase inhibition assay; higher % means a stronger effect; 0.39% of 310,000 active; inhibition, % at 20 µM, or IC50 in µM where a hit was titrated; in the data active means a potency from the dose series; inconclusive means inhibition mostly from about 32% at the one dose, without a potency; inactive means the rest, 99 in 100 with inhibition below about 32%; further: strong numbers were not always called active
Dengue-2 NS5 capping: Dengue-2 NS5 methyltransferase inhibitors, primary screen, biochemical, confirmation dose response (AID 588689); 0.3% of 340,000 active; Dengue-2 NS5 methyltransferase capping enzyme assay, biochemical; higher % means a stronger effect; inhibition, % at 25 µM; hits with a dose series show IC50 in µM; in the data active means a potency from the dose series; inconclusive means inhibition above about 29% without an active follow-up result
Salmonella PhoP GFP: inhibitors of PhoP regulon expression, primary screen, Salmonella Typhimurium, GFP reporter (AID 1863) | S. Typhimurium PhoP-regulated promoter GFP reporter, 4 h; higher % means a stronger effect | inhibition, % at 50 µM; hits with a dose series show IC50 in µM | 0.16% of 300,000 active;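 active means inhibition over 29.93%, a cutoff 3 SD above the screen mean, later confirmed by dose response; inconclusive means inhibition over 29.93% but no dose response follow-up; inactive means inhibition at most 29.93% or unconfirmed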;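 further: 0% = low Mg2+ inducing control and 100% = high Mg2+ repressing control; strong numbers were not always called active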
The depositor's hits bear a star; ? = inconclusive; nt = no result given.

SMILES	RSV antiviral HEp-2	ER stress rescue	Rac1 GTP hydrolysis	LYP phosphatase	GPR35 antagonists	West Nile virus CPE	Large T inhibition	Dengue-2 NS5 capping	Salmonella PhoP GFP
CN(C)c1ccc(CN2CCC(C(N)=O)CC2)cc1	2.9%	1.5%	?	-5%	17%	0.5%	1%	-6%	-10%
O=S(=O)(Nc1nc2ccccc2nc1Nc1ccc2c(c1)OCO2)c1ccccc1	?	-2.4%	11%	6%	1%	-0.8%	1%	-1%	-11%
CN(C)S(=O)(=O)c1cccc(NC(=O)COC(=O)CCSc2ccc(Cl)cc2)c1	-0.2%	-2.0%	5%	-1%	0%	0.1%	16%	-3%	-11%
COc1ccc(NC(=O)CN(C)C(=O)c2c(C)nn(Cc3ccccc3)c2C)cc1	-1.9%	nt	3%	nt	nt	nt	-2%	4%	1%
CC(C)(C)c1ccc(S(=O)(=O)N2CCCCC2C(=O)NCc2ccccn2)cc1 (centres undefined)	-2.4%	nt	10%	0%	13%	-0.4%	1%	4%	4%
COc1cc(C(=O)N2CCN(C(=O)Cc3ccccc3)CC2)cc(OC)c1OC	1.4%	-0.6%	6%	-8%	15%	0.0%	1%	-5%	3%
CC1(C)Cc2c(cnn2-c2ccccc2)C(NC(=O)CCc2ccc(=O)[nH]n2)C1 (centres undefined)	1.0%	nt	3%	-8%	2%	-0.4%	12%	1%	-6%
Cc1cc(NC(=O)CCN2CCN(C/C=C/c3ccccc3)CC2)ccc1Br	20%	nt	2%	-7%	-1%	-1.6%	29%	-7%	-2%
O=C1CCCCC1Oc1ccc2ccc(=O)oc2c1 (centres undefined)	1.0%	nt	12%	-6%	8%	-0.4%	25%	-8%	-1%
COc1cc2c(cc1OC)C(COc1ccccc1OC)N(C(=O)C(C)C)CC2 (centres undefined)	1.9%	-1.2%	-2%	-8%	-22%	-0.5%	4%	-4%	10%
CC[n+]1c(/C=C2/C=C(C)CC(C)C2)sc2ccccc21 (centres undefined)	7.7%	1.1%	9%	1%	1%	-0.4%	32%	14%	0%
Cc1ccc2cc(COC(=O)c3ccco3)c(=O)[nH]c2c1	13%	-2.5%	8%	4%	-9%	0.4%	6%	9%	13%
COCC1CCN(C(=O)c2cc(COc3ccc(F)cc3F)on2)C1 (centres undefined)	-0.2%	nt	15%	-8%	-3%	-0.4%	10%	-1%	-6%
Cc1cccn2cc(-c3ccc(F)cc3)cc12	-0.6%	-0.4%	9%	-5%	4%	0.6%	5%	7%	7%
Cc1ccc(-c2nnc(N3CCOCC3)c3ccccc23)cc1S(=O)(=O)NCc1cccnc1	0.7%	0.1%	4%	-3%	-6%	-0.3%	1%	-2%	-1%
CCOc1ccc(-n2nnc3c(=O)n(CC(=O)Nc4cc(C)on4)cnc32)cc1	0.3%	nt	5%	-9%	1%	-0.2%	18%	-4%	0%
CCN(CC)S(=O)(=O)c1ccc(N2CCOCC2)c(NC(=O)C2CCCO2)c1 (centres undefined)	0.0%	nt	6%	-6%	-2%	0.9%	-10%	-10%	-8%
CCOC(=O)CNC(=O)c1ccccc1Br	1.3%	-2.2%	6%	1%	-15%	0.1%	29%	-3%	2%
O=C(N/C=C/c1ccc(Cl)cc1)NCc1ccc(Cl)cc1	20%	-1.6%	15%	-5%	12%	0.1%	-21%	-3%	11%
O=C(Nc1ccccc1)[C@@H]1[C@@H]2C(=O)N(c3ccc(F)cc3)C(=O)[C@@H]2[C@H]2C=CC=NN21	nt	nt	-3%	-4%	-10%	-0.7%	-15%	-9%	-1%

At a glance, part of the list above:
SMILES	RSV antiviral HEp-2	ER stress rescue	Rac1 GTP hydrolysis	LYP phosphatase	GPR35 antagonists	West Nile virus CPE	Large T inhibition	Dengue-2 NS5 capping	Salmonella PhoP GFP
CN(C)c1ccc(CN2CCC(C(N)=O)CC2)cc1	2.9%	1.5%	?	-5%	17%	0.5%	1%	-6%	-10%
O=S(=O)(Nc1nc2ccccc2nc1Nc1ccc2c(c1)OCO2)c1ccccc1	?	-2.4%	11%	6%	1%	-0.8%	1%	-1%	-11%
CN(C)S(=O)(=O)c1cccc(NC(=O)COC(=O)CCSc2ccc(Cl)cc2)c1	-0.2%	-2.0%	5%	-1%	0%	0.1%	16%	-3%	-11%

Later entries
SMILES	RSV antiviral HEp-2	ER stress rescue	Rac1 GTP hydrolysis	LYP phosphatase	GPR35 antagonists	West Nile virus CPE	Large T inhibition	Dengue-2 NS5 capping	Salmonella PhoP GFP
CNC(=S)NNC(=O)c1ccccc1Br	4.4%	2.8%	3%	-3%	-13%	-0.2%	5%	-2%	-8%
O=C(COC(=O)c1cc2ccccc2o1)c1ccccc1	0.4%	-0.3%	7%	-5%	-1%	0.1%	6%	1%	1%
C=CCN1C(=O)S/C(=C/c2ccsc2)C1=O	5.8%	-1.1%	5%	-8%	-11%	-0.6%	5%	-9%	1%
Cc1nn(CC(=O)N2CCN(c3ccc(Cl)cc3)CC2)c(=O)c2cccn12	0.3%	nt	10%	-6%	8%	-0.9%	10%	-1%	nt
Cc1ccc(C(=O)N/N=C/c2ccc(S(=O)(=O)O)o2)c(Cl)c1	2.9%	-2.1%	4%	-3%	2%	1.1%	5%	4%	3%
Cc1ccccc1-c1nc(CN(Cc2c(C)nn(C)c2C)C2CC2)c(C)o1	?	0.6%	3%	-4%	12%	-1.9%	6%	1%	0%
Cc1c(NC(=O)c2cc3c(s2)-c2ccccc2OC3)cccc1[N+](=O)[O-]	46%	-2.4%	5%	2%	-4%	-1.6%	23%	4%	-1%
CC1(C)C2([N+](=O)[O-])CN(CCO)CC1([N+](=O)[O-])CN(CCO)C2	-1.5%	1.6%	5%	-6%	6%	-0.2%	-1%	4%	0%
CC(NC(=O)[C@H](C)N1C(=O)N2CCc3c([nH]c4ccccc34)[C@@]2(C)C1=O)c1ccccc1 (some centres undefined)	2.4%	nt	-2%	-6%	7%	1.2%	11%	-1%	-7%
Cc1cnc(C(=O)OCC(=O)NCCc2ccccc2)cn1	2.1%	-1.7%	0%	-6%	-13%	0.0%	11%	-2%	-7%
CCOC(=O)c1sc(=S)n(CC)c1NC(=O)CC	1.2%	-2.8%	1%	1%	0%	0.6%	2%	-3%	1%
CCN(CC)S(=O)(=O)c1ccc2[nH]cc(C(=O)NCCCN3CCCCC3)c(=O)c2c1	-0.5%	0.3%	5%	2%	-9%	-0.3%	5%	0%	10%
CC1(c2ccc3c(c2)OCO3)NC(=O)N(CC(=O)c2ccc[nH]2)C1=O (centres undefined)	-0.4%	nt	3%	nt	nt	nt	15%	-9%	10%
Cc1ccc(NC(=O)CCC(=O)c2ccc(Br)cc2)cc1	2.7%	nt	6%	-6%	-10%	-0.3%	8%	1%	2%
COC(=O)c1ccccc1NC(=O)c1cncc(Br)c1	1.2%	-1.3%	10%	-6%	14%	-0.8%	2%	-5%	-4%
COc1ccc(CCN2C(=O)CC(Cc3ccccc3)C2=O)cc1OC (centres undefined)	1.4%	nt	8%	-4%	4%	-0.5%	14%	-2%	-6%
CC(Oc1ccccc1)C(=O)N1CCc2ccccc2C1 (centres undefined)	2.6%	nt	8%	-3%	-1%	-1.2%	7%	-5%	-3%
CC1(C)CC(Nc2ccc(Nc3ccccc3)cc2)CC(C)(C)N1	-0.6%	nt	?	-2%	10%	1.1%	?	19%	-2%
Cc1csc(SCC(=O)NC(=O)C2CCCCC2)n1	-1.4%	nt	9%	-3%	7%	0.2%	11%	0%	2%
O=C(CNc1ccc(F)cc1)N/N=C/c1c(O)ccc2ccccc12	17%	nt	-6%	-3%	9%	?	5%	-9%	11%
COc1cc2c3nnc(-c4ccc(F)cc4)c-3cn(Cc3ccccc3F)c2cc1OC	nt	-2.3%	0%	-13%	-16%	0.0%	4%	-50%	-28%
Cn1cc(CCC(=O)NCc2ccc3c(c2)OCO3)c2ccccc21	nt	-1.5%	2%	3%	4%	nt	0%	-3%	4%
N#Cc1c(-c2ccccc2)nc(SCC(=O)Nc2ccccc2F)[nH]c1=O	-0.5%	0.3%	10%	-5%	-13%	-0.4%	6%	-9%	-6%
O=C(NCc1ccc(Cl)cc1)C1CCN(S(=O)(=O)c2cc([N+](=O)[O-])ccc2Cl)CC1	2.4%	-3.2%	12%	-2%	-3%	-0.7%	9%	-14%	-15%
Cc1ccc([N+](=O)[O-])c(OCCn2cnc3ccccc32)c1	1.2%	0.9%	7%	-4%	-7%	-0.8%	5%	-2%	-4%
O=C(CSc1nc2cc(Cl)ccc2s1)N1CCCc2ccccc21	?	0.9%	1%	11%	-10%	-0.7%	5%	-1%	-2%
CCOC(=O)C1CCN(CC(=O)N2C(C)CCCC2C)CC1 (centres undefined)	-0.2%	0.1%	16%	-7%	-2%	-0.2%	6%	4%	9%
Cc1ccc(C(=O)N(C)CC(=O)Nc2ccc(N3CCOCC3)cc2)s1	-0.3%	nt	10%	nt	nt	nt	10%	3%	4%
CCCSc1nc2sc3c(c2c(=O)[nH]1)CCN(Cc1ccccc1)C3	3.1%	0.4%	8%	-4%	4%	0.3%	10%	-16%	8%
COc1ccc(OC)c(NC(=O)CSc2ccccc2)c1	2.4%	-2.1%	6%	-6%	-6%	-0.1%	23%	-9%	11%
Cn1c(CNC(=O)Nc2cccc(Cl)c2)nnc1SCc1ccccc1	9.7%	-1.0%	-3%	6%	8%	0.2%	3%	-23%	-5%
Cc1occc1C(=O)N/N=C/C1=C(N2CCOCC2)C(=C\c2ccc(Cl)cc2Cl)/CC1	0.1%	0.3%	5%	-1%	-1%	-1.1%	5%	?	9%
Cc1ccc(S(=O)(=O)NC(=NC(Cc2ccccc2)C(=O)O)c2ccccc2)cc1 (centres undefined)	0.4%	nt	5%	-3%	-1%	0.0%	4%	-2%	1%
CCOC(=O)c1cnc2c(c(C)nn2C)c1Oc1ccccc1F	nt	nt	4%	-8%	-10%	0.3%	12%	-5%	5%
O=C(O)CC1=C(Nc2ccccc2)C(=O)N(c2ccccc2)C1c1ccc(Br)cc1 (centres undefined)	2.6%	0.7%	7%	-3%	16%	0.2%	3%	-5%	4%
Cc1cc(-n2c(C)cc(C(=O)CCl)c2C)no1	22%	-4.1%	-7%	-6%	-1%	0.9%	5%	-7%	6%
CCOC(=O)c1ccc(Nc2nc(C)cc(C)c2C#N)cc1	1.5%	-2.0%	5%	5%	2%	-0.1%	18%	1%	-5%
COc1cc2c(cc1OC)C(c1ccccc1)N(C(=O)c1ccco1)CC2 (centres undefined)	-0.2%	2.0%	10%	-6%	24%	-0.2%	14%	-4%	6%
Cc1cnc(NC(=O)Cc2ccc(C)c(C)c2)s1	0.5%	nt	4%	-3%	3%	-1.2%	8%	-4%	-5%
